Screening data (PubChem)
Efflux pump inh = antifungal efflux pump inhibition, Nile Red retention | S. cerevisiae Candida pump triplex | actives 0.44% (n = 330,000) | inhibition, % at 10 µM;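 active means plate passing quality check with inhibition over a set limit, or well fluorescence over plate mean plus 4 SD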;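 further: Nile Red retained in pooled yeast measured as flow cytometry median fluorescence; 0% = buffer negative control and 100% = Enniatin B positive control; higher means more Nile Red kept so more efflux inhibition; some compounds called inactive have numbers as strong as hits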
BCLXL inh = blocks human Bcl-xL binding to Bim BH3 peptide; Q07817; GST-Bcl-xL / FITC-Bim BH3 peptide fluorescence polarization; inhibition, % at 10.9 µM; actives 0.7% (n = 320,000);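 active means inhibition above the mean of all tested compounds plus 3 SD, cutoff set per campaign, cut at about 30% in these data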;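 further: 0% = DMSO wells and 100% = unlabeled Bim-BH3 peptide competitor; inhibitors lower millipolarization by displacing the labeled peptide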
Target sequence (Q07817 whole entry, looked up): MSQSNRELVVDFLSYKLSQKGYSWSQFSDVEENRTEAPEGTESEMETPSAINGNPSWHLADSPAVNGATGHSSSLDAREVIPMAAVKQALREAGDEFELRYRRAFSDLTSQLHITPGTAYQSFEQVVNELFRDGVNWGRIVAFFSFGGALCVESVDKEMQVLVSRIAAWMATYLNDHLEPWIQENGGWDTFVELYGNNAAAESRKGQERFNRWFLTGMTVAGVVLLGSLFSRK
MEX-5 binding = C. elegans MEX-5 TCR-2 RNA binding activity; Q9XUB2; MEX-5/FITC-TCR2 RNA binding, fluorescence polarization; stronger effect = lower value; activity score (negative = inhibition of binding), % at 10 µM; actives 0.38% (n = 300,000); AID 1832;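 active means inhibition past about -25% in most replicates, and total fluorescence under double the plate's negative control median, limit read from the data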;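 further: 0% = DMSO and -100% = 5 µM competing unlabeled TCR2 RNA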
Target sequence (Q9XUB2 whole entry, looked up): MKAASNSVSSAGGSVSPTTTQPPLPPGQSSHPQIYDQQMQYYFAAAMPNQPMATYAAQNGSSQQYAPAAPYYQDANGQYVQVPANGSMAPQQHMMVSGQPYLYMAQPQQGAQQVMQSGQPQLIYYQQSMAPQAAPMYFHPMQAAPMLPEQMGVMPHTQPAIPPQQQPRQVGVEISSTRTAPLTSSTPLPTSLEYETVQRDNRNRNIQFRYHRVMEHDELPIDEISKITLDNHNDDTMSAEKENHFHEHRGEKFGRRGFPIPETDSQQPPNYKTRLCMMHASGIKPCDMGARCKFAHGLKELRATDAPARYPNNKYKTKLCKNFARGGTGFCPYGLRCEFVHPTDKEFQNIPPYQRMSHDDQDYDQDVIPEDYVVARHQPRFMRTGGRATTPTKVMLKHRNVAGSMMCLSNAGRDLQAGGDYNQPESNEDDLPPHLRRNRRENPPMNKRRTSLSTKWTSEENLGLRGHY
GLD-1 RNA inh = GLD-1-TGE RNA interaction inhibition (C. elegans) | purified GLD-1 + fluorescein TGE RNA, fluorescence polarization | inhibition, % at 5.96 µM | actives 0.44% (n = 320,000) | AID 2280;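 active means percent inhibition above a per-plate cutoff, the plate mean of test compounds plus 3 SD, cut at about 30% in these data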;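 further: 0% = DMSO wells with GLD-1 and probe and 100% = wells lacking GLD-1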
Fam108B inh = blocks mouse Fam108B hydrolase in RBBP9 counter-screen. actives 0.33% (n = 300,000). recombinant Fam108B, FP-Rh probe fluorescence polarization. inhibition, % at 9.51 µM;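 active means inhibition above the screen mean inhibition plus 3 SD, computed separately per campaign, cut at about 18% in these data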;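 further: inhibitors lower polarization as less probe binds the enzyme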
GRK2 inh = human GRK2 inhibition via aptamer displacement. P25098. bead flow cytometry, FAM-aptamer displacement from GRK2. inhibition of aptamer binding, % at 10 µM. actives 0.59% (n = 330,000);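 active means inhibition of aptamer binding above 40%, roughly 3 SD of noise, on plates passing a quality check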;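 further: median bead fluorescence of bound FAM aptamer so fluorescent compounds give negative values; no value below 0 was filed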
VLA-4 inh = inhibition in a human VLA-4 binding assay | P13612 | VLA-4 expressing cells, ligand binding flow cytometry | inhibition, % (about 7 µM as worked out from the volumes in the protocol) | actives 0.2% (n = 330,000); in the data active means inhibition above about 50%
PME-1 inh = blocks human protein phosphatase methylesterase 1 | Q9Y570 | recombinant PME-1, FP-Rh probe fluorescence polarization | inhibition, % at 5.9 µM | actives 0.53% (n = 320,000) | AID 2130;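 active means inhibition above the campaign mean of all compounds plus 3 SD, cut at about 26% in these data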;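 further: competitive labeling of PME-1 active site by serine hydrolase directed probe; 0% = PME-1 with DMSO and 100% = wells lacking PME-1 enzyme; inhibitors block probe labeling so polarization falls and inhibition rises; many of its hits are not listed in these tables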
MCL1-BIM inh = inhibitors of human MCL1 binding to BIM-BH3 peptide | Q07820 | GST-MCL1 / FITC-Bim-BH3 fluorescence polarization | inhibition, % at 10.9 µM | actives 0.68% (n = 320,000) | AID 2057;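 active means inhibition above the mean inhibition of all tested compounds plus 3 SD, set per campaign, cut at about 40% in these data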;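 further: 0% = DMSO wells and 100% = unlabeled Bim-BH3 peptide control; higher means more loss of mP so more displacement of Bim peptide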
* = called active by the depositor; . = no result given. The list is partial; count on the stated rates, not on these rows.

Every second line gives: Efflux pump inh, BCLXL inh, MEX-5 binding, GLD-1 RNA inh, Fam108B inh, GRK2 inh, VLA-4 inh, PME-1 inh, MCL1-BIM inh
> CC(C)c1ccc(S(=O)(=O)N2CCN(C(=O)C3CCCC3)CC2)cc1
    0.2, -21, 2.1, -5, 1, 5, 2, 9, -28
> Cc1ccc(CSCC(=O)N2CCN(c3ccccc3)CC2)cc1
    0.1, 6, 2.7, 1, 2, 0, 0, 9, 15
> CCOc1ccccc1NC(=O)c1cc(S(=O)(=O)N2CCN(CC)CC2)ccc1Cl
    -0.3, 6, 3.2, 5, -1, 0, 18, 4, 4
> COCCCn1c(SCC(=O)NC2CCCC2)nnc1-c1ccco1
    -0.1, -2, ., 5, 2, 0, 21, -1, -2
> NC(=O)C(c1ccccc1)c1ncc(C(F)(F)F)cc1Cl (stereo not given)
    0.0, 3, -0.1, 0, -2, 0, 30, 4, 6
> COC(=O)c1ccccc1Nc1ccccc1
    0.2, 5, -1.4, -1, 4, 54*, 18, -1, 8
> O=C(c1cccc(-n2cnnn2)c1)N1CC=C(c2ccccc2)CC1
    0.0, 7, 0.0, -3, -1, 3, 14, -1, 0
> Cc1cn([C@@H](CCCCN)C(=O)NCCCCCCCCCCC(=O)N2CCNCC2)nn1
    -0.1, 0, 0.8, 2, -4, 0, 12, 4, -6
> O=C(NC1CCN(Cc2ccc(Cl)cc2Cl)CC1)c1ccccc1
    0.1, 5, -1.1, 1, 1, 0, 11, 8, 1
> Cc1ccc(CNC(=O)Cn2nnc(C(=O)Nc3ccc(Br)cc3)c2N)cc1
    -0.2, 4, -0.8, 2, -6, 1, 5, -2, 3
> Cc1cccc(C)c1OCC(=O)NNC(=O)CCCn1c(=O)oc2ccccc21
    -0.2, ., ., 4, ., 0, -1, ., .
> Cc1nc2ccccc2cc1C(=O)NCc1ccc(F)cc1
    0.0, -5, -4.4, -6, -2, 7, 0, 2, -7
> COc1ccc(CCNC(=O)COc2ccc(S(=O)(=O)NC3CCCCC3)cc2Cl)cc1
    -0.2, 10, -2.6, 7, 3, 0, -3, 2, 10
> CCOC1=CC(=O)N(Cc2ccccc2)C1
    -0.1, 1, -0.4, -6, 3, 2, 21, 1, 7
> Cc1ccccc1-c1nc(CN2CCC(C(=O)NCCCN3CC(C)CC(C)C3)CC2)c(C)o1 (stereo not given)
    0.1, 2, 0.8, 1, 4, 0, 20, -4, 2
> Cn1c(C(=O)NCc2ccccc2)cc2oc3ccccc3c21
    -0.1, 2, -0.6, 2, 0, 0, 6, 2, 5
> COc1ccc([C@H]2CC(=O)C=C(c3ccc(OC)cc3OC)C2)cc1
    -0.4, 0, ., 4, ., 4, 23, 7, -3
> O=C(COC(=O)c1cc[n+]([O-])cc1)Nc1ccc([N+](=O)[O-])cc1Cl
    0.3, 2, 2.9, 6, -2, 0, 16, -6, 6
> COC(=O)C1=C(C)N=C2SCCC(=O)N2C1c1cc(Br)ccc1OC (stereo not given)
    0.1, 8, -1.5, 0, -1, 0, -52, 0, 8
> COc1ccc(C2(CNC(=O)c3cc([N+](=O)[O-])cc([N+](=O)[O-])c3)CCCC2)cc1OC
    -0.1, 5, -0.2, -9, -2, 2, -3, 2, -1
> O=C(CN1C(=O)NC(Cc2ccccc2)(Cc2ccccc2)C1=O)NCC1CCCCC1
    0.0, -1, -1.1, 6, -5, 3, 12, 3, -7
> Cc1ccc(C(=O)CCC(=O)Nc2cccc(C)c2)cc1
    0.1, ., 0.2, ., ., 0, 16, ., .
> COc1ccc(-c2c(C)nn3c(N)c(C#N)cnc23)cc1OC
    0.0, 8, 0.2, 0, -5, 0, 8, 5, 1
> Cc1ccc(S(=O)(=O)CCC(=O)c2cccc([N+](=O)[O-])c2)cc1
    0.1, 7, -5.3, 5, 6, 0, -1, -1, 20
> CCN(CC(=O)NCc1ccc(Cl)cc1)C(=O)CCc1ccccc1O
    -0.6, 5, 0.0, -2, 2, 1, 0, -1, 8
> Cc1ccc(-c2noc(CCC(=O)Nc3ccccc3C)n2)cc1
    0.0, 6, -1.1, 2, 2, 1, -19, -4, 5
> c1ccc(COc2ccccc2CNc2nn[nH]n2)cc1
    0.1, 5, -1.8, 0, 3, 2, 9, 3, 6
> CCN(CC)S(=O)(=O)c1ccc(N2CCN(S(=O)(=O)c3ccccc3C#N)CC2)nc1
    0.1, 0, -2.0, 9, -1, 4, 3, -1, 1
> Cc1ccc2c(c1)C1CN(C)CCC1N2S(=O)(=O)c1ccccc1F (stereo not given)
    0.0, 4, ., 3, ., 3, 0, 4, 5
> COCCCNC(=O)c1ccc(CSCc2ccc(C)cc2)o1
    -0.3, 3, -0.2, 2, 3, 2, -22, -4, 6
> O=C(Cn1c(=O)n(-c2ccc(F)cc2)c(=O)c2sccc21)c1ccccc1
    -0.1, 1, 2.7, 10, 1, 0, 9, -3, 1
> Cc1ccc(NC(=O)OCCNC(=O)c2ccncc2)cc1
    0.2, -1, 2.4, 3, -8, 1, -1, 4, -6
> CCOC(=O)C1(C)NC(c2ccco2)C2C(=O)N(C)C(=O)C21 (stereo not given)
    -0.1, 3, -1.3, 5, 7, 2, -9, -5, 3
> CCOc1ccc(N/C=C/C(=O)c2ccc(OC)cc2)cc1
    0.1, -12, 0.5, -4, -3, 0, 12, 2, -40
> Cc1c(CN2CCC(C(=O)Nc3ccc(Oc4ccccc4)nc3)CC2)cnn1C
    -0.1, 1, ., 2, 1, 0, 5, 5, 1
> Cc1cc(C)n(S(=O)(=O)Cc2ccccc2)n1
    0.0, 1, -2.7, 0, 5, 0, 7, -1, 3
> Cc1sc2ncn(CC(=O)N3CCCCC3)c(=O)c2c1S(=O)(=O)N1CCC(C)CC1
    -0.2, -1, -3.2, -5, 2, 0, 5, -8, -2
> Cc1ccc2[nH]c3ccccc3c(=O)c2c1
    -0.1, 9, -2.6, 3, -2, 11, 5, 7, 3
> CCOC(=O)c1sc(=S)n(Cc2ccccc2)c1C
    0.1, 3, -1.1, 6, -3, 0, -7, 1, 1
> Cc1cnc(C(=O)N2CCCC(C(=O)c3ccc(C(C)(C)C)cc3)C2)cn1 (stereo not given)
    0.1, -1, -2.5, 2, 0, 1, 32, -1, -5
> CCOc1cc(C(=O)OCC(=O)Nc2ccc(Cl)cn2)ccc1OCC(=O)N1CCOCC1
    0.3, 1, -2.6, -5, -1, 1, -5, 0, -4
> Cc1c(C(=O)Nc2nccs2)oc2c(Cl)cccc12
    -0.1, -2, -4.6, 1, -12, 3, -4, -29, -7
> Cc1cc(NC(=O)c2cc(-c3ccc(Br)cc3)on2)no1
    0.1, 0, 0.7, 0, 0, 2, 1, 0, -5
> COC(=O)c1ccc2ccn(CC(=O)NC(C)C)c2c1
    0.0, -7, -0.2, -3, 2, 1, -6, 0, -15
> COCCNC(=O)Nc1ccc2nc(C)sc2c1
    -0.1, 3, -1.5, -7, -3, 6, -2, -8, 9
> CCOC(=O)c1cccc(NC(=O)c2ccc3c(c2)C(=O)N(CC2CCCO2)C3=O)c1 (stereo not given)
    0.1, 5, -5.2, 2, -4, 0, -8, -10, -4
> CC/C(=N\OC(=O)c1ccc(OC(C)C)cc1)c1ccc(C)cc1
    0.2, 0, -5.0, 1, -2, 0, 0, -5, -1
> CN(C)c1nc(N(C)C)nc(N(C)C)n1
    0.0, 1, -2.2, 12, -2, 0, -13, 3, 2
> N/C(=N\c1nc2ccccc2o1)NC(=O)c1ccccc1F
    -0.1, -2, 6.6, -9, 0, 1, 0, -11, -3
> Cc1onc(-c2ccccc2Cl)c1C(N)=O
    -0.1, 0, -3.5, -5, 4, 1, 4, 1, -2
> Cc1ccc(OCCCC(=O)NC2CCCCC2)cc1
    0.1, -2, 0.7, -3, -4, 1, -5, -1, 3
> COc1ccc(CNC(=O)COC(=O)c2ccc(S(=O)(=O)N3CCOCC3)cc2)cc1
    -0.2, ., ., -1, ., 0, -8, ., .
> COc1cc([C@@H]2c3cc4c(cc3[C@@H](O[C@@H]3O[C@@H]5CO[C@@H](C)O[C@H]5[C@H](O)[C@H]3O)[C@H]3COC(=O)[C@H]23)OCO4)cc(OC)c1O
    -0.1, 3, 1.0, 5, -4, 1, 5, -5, 5
> CC(C)Oc1ccc(C(=O)NN2C(=O)NC3(CCCCC3)C2=O)cc1
    0.0, 4, ., 3, ., 1, 7, 1, 5
> Cn1ncc([N+](=O)[O-])c1C(=O)Nc1nc2ccccc2n1CCN1CCCCC1
    -0.1, -1, -2.6, -1, 2, 0, 11, -4, -3
> CCC1CCCCN1C(=O)COC(=O)c1cc2ccccc2cc1O (stereo not given)
    0.1, 1, -2.3, 0, -4, 1, 10, -6, 6
> CC1(C)CC(=O)C=C(Nc2ccc(OCC(F)(F)C(F)F)cc2)C1
    0.1, 3, 1.0, -5, 3, 1, 7, 4, -3
> Oc1cccc2ccc(/C=C/c3ccccc3Cl)nc12
    -0.1, 8, -1.8, 8, 2, 4, 0, -2, 16
> C=CCn1c(SCc2c(Cl)cccc2Cl)nnc1-c1cccnc1
    0.0, 7, -2.5, -2, 3, 0, 29, -1, 9
> Cc1ccc(-n2nc(C)cc2NC(=O)c2ccc(C)s2)cc1
    0.1, -2, -2.8, 2, 2, 0, -3, 1, 6

New compounds follow
Every second line gives: Efflux pump inh, BCLXL inh, MEX-5 binding, GLD-1 RNA inh, Fam108B inh, GRK2 inh, VLA-4 inh, PME-1 inh, MCL1-BIM inh
> CC(C)Cn1c(C(C)NC(=O)Cc2ccccc2)nc2ccccc21 (stereo not given)
    -0.1, 0, 0.3, 6, -2, 0, 1, -8, -1
> NC1=NS(=O)(=O)NC1c1ccc(Cl)cc1 (stereo not given)
    0.4, -6, 0.4, -7, -3, 1, 3, 4, -13
> COc1ccccc1C(=O)C1CCCN(C(=O)C2=CC(=O)CC(C)(C)O2)C1 (stereo not given)
    -0.1, -5, 3.1, 3, -4, 2, -7, 3, -2
> Cc1ccc(C)c(N2N=C(C(=O)O)CCC2=O)c1
    0.1, 3, -0.2, 6, -4, 5, -3, -8, -9
> COc1ccc(S(=O)(=O)N2CCCC2CNC(=O)C(=O)NCc2cccs2)cc1 (stereo not given)
    0.1, 0, -6.7, 5, -2, 0, 7, 15, 3
> CCOc1cc2[nH]c(=S)n(CCN3CCCCC3C)c(=O)c2cc1OCC (stereo not given)
    -0.1, -6, -1.6, 6, 0, 0, 5, -2, -4
> Cc1cnc(C(=O)OCC(=O)c2c[nH]c3ccccc23)cn1
    0.0, -1, ., 2, ., 23, -50, 1, -7
